BRCA1 expr up – qHTS Assay to Identify Small Molecule Activators of BRCA1 Expression | AID 624202, 2012 | Potency, µM (doses to about 46.1 µM), for inactives: at the highest dose activation, usual class: activators | MCF7-BRCA1-FFLuc reporter, luminescence, 48 h; response scale: scaled: vehicle 0%, 10 µM genistein 100% | 380,000 compounds, 1.1% hits; active = well fitted activation curve with a large enough effect; inconclusive = small, poorly fitted or top-dose-only effect; inactive = no such curve, though single readings can be large or run the other way; also: nearly all actives have a fitted effect of over 80% in size; some results filed as inactive show a strong effect at the top dose
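Using MCF7 cells harboring a BRCA1 firefly luciferase reporter, plated 2 h before compound pinning, the screen measured luminescence after 48 h incubation. Responses were normalized to DMSO and 10 microM genistein, then fitted for concentration-effect.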
Starred values were filed as active, the others as inactive; ? = inconclusive; & = joins results of further samples. Potency is read from the fitted curve at half-maximal effect. The list is partial; rates above refer to the full screens.

smiles,BRCA1 expr up
O=C(Nc1ccc(Oc2ccccc2)cc1)c1csc([C@@H]2O[C@H](CO)[C@@H](O)[C@H]2O)n1,-27%
CC(C)NC(=O)C1(C)CCN1C(=O)c1c(F)cccc1F (configuration not stated),12%
CCOC(=O)C1=C[C@@H](C(C)C)N(S(=O)(=O)c2ccc(C)cc2)[C@H]1c1ccc(C(F)(F)F)cc1,-12%
O=C1CC2CCCC(C1)S2=O (configuration not stated),26%
CC(C)c1cc(C(C)C)c(S(=O)(=O)NC(c2ccccn2)C23CC2C3)c(C(C)C)c1 (configuration not stated),-15%
O=C(CN1CCN(c2ccccc2)CC1)Nc1ccccc1C(=O)NCCc1ccccc1,36%
C#CCN(C[C@@H]1[C@@H](OC(=O)NC2CCCC2)[C@@H](OC(=O)NC2CCCC2)Cn2c(=O)ccc(=O)n21)S(=O)(=O)c1ccc(C)cc1,-95%
CC(C)C[C@H]1CN([C@@H](Cc2ccc(O)cc2)CN2CCC[C@H]2CN2C(=O)C(=O)NC[C@@H]2Cc2ccccc2)C(=O)C(=O)N1CCc1ccccc1,8%
CC(=O)Nc1ccc(-c2ccnc3c2CC(C)(C(=O)NCC2CC2)O3)cc1 (configuration not stated),-18%
CCCNC(=O)C1(C)CCN(C(=O)c2sccc2C)C1 (configuration not stated),1%
CC(C)C[C@H]1COc2cccc(N3CCSCC3)c2S(=O)(=O)N1,14%
COc1ccccc1Cn1c(C)c(C(=O)NCc2ccco2)sc1=O,7%
O=[N+]([O-])c1ccc(/C=C/c2ccnc3ccccc23)cc1,-22%
CC1C(=O)N(Cc2cn(CCC3OCCCO3)nn2)CCS(=O)(=O)N1Cc1ccc(-c2ccc(Cl)c(Cl)c2)cc1 (configuration not stated),-61%
CC(=O)Nc1cc(-c2cccc(NS(C)(=O)=O)c2)cn2c(-c3cccc(C(F)(F)F)c3)cnc12,-57%
CNS(=O)(=O)c1ccc(CNC[C@H]2O[C@@H](n3cc(C)c(=O)[nH]c3=O)C[C@@H]2O)cc1,3%
CC(=O)Nc1ccc(NC(=O)c2csc([C@@H]3O[C@H](CO)[C@H](O)[C@H](O)[C@H]3O)n2)cc1,5%
COC(=O)C(NC(=O)c1ccccc1)C(C)(C)SCc1ccccc1 (configuration not stated),4%
CN(Cc1ccc(Cl)c(Cl)c1)C(c1cc2ccccc2o1)c1nnnn1C(C)(C)C (configuration not stated),-15%
CN(C)c1ccc(-c2ccnc3c2CC(C)(C(=O)NCC2CCOCC2)O3)cc1 (configuration not stated),-30%
O=C(COC(=O)c1ccc(Cl)c(S(=O)(=O)N2CCCCC2)c1)NC1CCCCC1,7%
CCNC(=O)C1(C)CCCN(Cc2ccc(Oc3ccccc3)cc2)C1 (configuration not stated),-1%
Cc1ccc(C=O)cc1Cl,19%
COc1cccc(CNC(=S)Nc2ccc3c(c2)c(=O)n(C)n3C)c1,24%
CCc1nc2ccc(C(=O)Nc3cc(-c4ccccc4)ccc3OC)cn2c1N(C)Cc1ccc(OC)cc1,-41%
CC(=O)Nc1cnc(-c2cccc(C(=O)N3CCOCC3)c2)cn1,1%
Cc1ccc(S(=O)(=O)N2C[C@H]3C(=O)C[C@@H]4C(=O)N(c5ccccc5)C(=O)[C@@H]4[C@@H]3C[C@H]2c2cccc(Cl)c2)cc1,18%
COc1ccc(CCCNC(=O)C2Cc3c(-c4cccc(C(N)=O)c4)ccnc3O2)cc1 (configuration not stated),-24%
COc1ccc(-c2coc3c(C(=O)NCc4ccccc4)cccc23)c(C)c1,-10%
O=C(NC(c1ccc(-c2ccccc2)cc1)c1cnccn1)C1CCN(CCN2C(=O)c3ccccc3C2=O)CC1 (configuration not stated),1%

Next part:
smiles,BRCA1 expr up
Nc1nc2ccccc2cc1C(=O)NCc1ccc(Cl)cc1Cl,-38%
COc1ccc(C(C)=O)cc1Cn1c(C)c(C(=O)NCc2cccc(C(F)(F)F)c2)sc1=O,-3%
CC(=O)Nc1cc(-c2cccc(C(=O)N(C)C)c2)cn2c(-c3ccc(F)cc3)cnc12,-11%
O=C(Nc1cccc(S(=O)(=O)N2CCCC2)c1)[C@@H]1O[C@H](CO)[C@H](O)[C@H](O)[C@H]1O,30%
Cc1cn([C@H]2C[C@H](O)[C@@H](/C=C/C(=O)NCCN3CCOCC3)O2)c(=O)[nH]c1=O,17%
CCOC(=O)CNC(=O)N1C[C@H]2CON(C)[C@H]2C[C@H]1c1ccccc1Br,2%
O=C1Nc2ccccc2NC(c2ccc3c(c2)OCO3)=C1N(Cc1ccc(F)cc1)C(=O)c1ccco1,-3%
CC1(C(=O)NS(=O)(=O)c2cccc(F)c2)CCN1C(=O)c1ccccc1 (configuration not stated),33%
Cc1[nH]c2ccccc2c1C(c1c[nH]c2ccccc12)c1c(C)[nH]c2ccccc12,0%
CCCS(=O)(=O)NC(=O)C1(C)CCCN(C(=O)COc2ccc(Cl)cc2Cl)C1 (configuration not stated),11%
CCN1C(=O)C(CC(=O)NCCc2ccccc2)N(NC(=O)c2ccc(Br)cc2)C1=S (configuration not stated),-28%
O=C(Nc1cccc(Cc2ccccc2)c1)Nc1cccc2[nH]c([C@@H]3O[C@H](CO)[C@@H](O)[C@H](O)[C@H]3O)nc12,5%
CCOC1=C2CN(S(=O)(=O)c3ccc(C)cc3)[C@H](c3cccc4ccccc34)C[C@H]2C(C#N)(C#N)C(C#N)(C#N)C1,-13%
Cc1cnc(CNC(=O)c2ccc3sc([C@H]4C[C@H](O)[C@@H](CO)O4)nc3c2)cn1,5%
COCCNc1nc(Oc2cccc(F)c2)c2sccc2n1,-11%
O=C(CC[C@H]1O[C@@H](n2cnc3c(NC(=O)c4ccccc4)ncnc32)[C@H](O)[C@@H]1O)NCC(c1ccccc1)c1ccccc1,-9%
OC[C@@H]1CN(CCc2ccccc2)C[C@H](n2cnc3c(N4CCOCC4)ncnc32)O1,0%
CCN(CC)C(=O)Cn1cc(C(=O)C(=O)Nc2ccc3c(c2)OCO3)c2ccccc21,48%
COC(=O)[C@@]1(C(C)C)N=C(c2cc(OC)c(OC)c(OC)c2)[C@]2(O1)C(=O)N(C)c1ccccc12,-2%
COc1ccc(-c2cnc3c(NC(C)=O)cc(-c4ccc(C(=O)NC5CC5)cc4)cn23)cc1OC,-23%
COC(=O)[C@H](CC(C)C)NC(=O)CC[C@H]1O[C@@H](n2cc(C)c(=O)[nH]c2=O)C[C@@H]1O,-1%
O=C1NC[C@H](Cc2ccc(O)cc2)N(C[C@@H]2CCCN2C[C@H](Cc2ccc(O)cc2)N2C[C@H](Cc3ccccc3)N(CC3CCCCC3)C(=O)C2=O)C1=O,14%
CC(C)C1C(=O)N(Cc2cn(CCC3OCCCO3)nn2)CCS(=O)(=O)N1Cc1ccc(-c2ccc(Cl)c(Cl)c2)cc1 (configuration not stated),-43%
Cc1csc(NC(=O)C2(C)CCN2C(=O)C(C)C)c1C#N (configuration not stated),7%
Cc1ccc(-c2nc3ccc(Cl)cn3c2Cc2cccc(Cl)c2)cc1,?
O=C(c1[nH]c(C(F)(F)F)nc1-c1ccccc1)N1CCN(c2ncccc2C(F)(F)F)CC1,-43%
Cc1cccc(C)c1-n1nnnc1C1c2ccccc2C(=O)N1CCCn1ccnc1 (configuration not stated),14%
CC(=O)Nc1cc(-c2ccc(N3CCN(C)CC3)cc2)cn2c(-c3ccc(S(C)(=O)=O)cc3)cnc12,-12%
CCCCCCN1CCN(C2CN(Cc3cn(Cc4cccc(C(F)(F)F)c4)nn3)S(=O)(=O)C2)CC1 (configuration not stated),-11%
CN(C)c1cccc(NC(=O)c2cccc3c(-c4ccc(F)c(F)c4)coc23)c1,?

(listing goes on)
smiles,BRCA1 expr up
CC1=C(C(=O)N(C)C)CC(CC(=O)NCc2cccc3ccccc23)C(=O)N1Cc1ccc(F)cc1 (configuration not stated),2%
OCC[C@@H]1C[C@H](O)[C@@H](O)[C@@]2(OCc3ccc(CO)cc32)O1,0%
COC(=O)c1ccc2nc(-c3ccc(C)cc3)c(CC3CCCCC3)n2c1,-23%
Cc1noc(C)c1S(=O)(=O)NC(=O)C1(C)CCN1C(=O)C1(c2ccc(Cl)cc2)CC1 (configuration not stated),10%
O=C1CCCc2[nH]c(=O)c(C(=O)NCc3ccccc3)cc21,8%
CN(CCO)C(=O)c1nc[nH]c1C(=O)N1CCN(C(=O)OC(C)(C)C)CC1,9%
CCOC(=O)C(=O)N(C)c1c(CC)nc2c(OCc3ccc(OC(F)F)cc3)cccn12,-12%
COc1cc(OC)cc(C2=Cc3ccccc3C(CC(=O)c3ccco3)N2c2ccc(-c3cccnc3)cc2)c1 (configuration not stated),-22%
COCCNC(=O)C1CCCN(C(=O)c2ccc(C(F)(F)F)nc2C)CC1 (configuration not stated),21%
Nc1[nH]c(C(=O)c2ccccc2)c(-c2ccc(Br)cc2)c1C(=O)c1cccs1,8%
CC1(C(=O)Nc2ccc3c(c2)OCO3)CCN1C(=O)C1CCCCC1 (configuration not stated),-10%
CCNC(=O)N(C)c1c(CC)nc2ccc(C(=O)N3CCN(S(=O)(=O)CC)CC3)cn12,0%
CCOC(=O)[C@]12CCCC=C1N(Cc1cccc3ccccc13)C(=O)[C@H](CC(=O)N1CCCCC1)C2,-9%
COC(=O)[C@@H](Cc1ccccc1)NC(=O)/C=C/[C@H]1O[C@@H](n2cnc3c(NC(=O)c4ccccc4)ncnc32)[C@H](O)[C@@H]1O,11%
CC(C)NC(=O)Nc1ccc2c(c1)C(=O)N([C@H](C)CO)C[C@H](C)[C@@H](CN(C)Cc1ccc3c(c1)OCO3)OCCCC[C@@H](C)O2,3%
COc1ccc(CNC(=O)[C@H](Cc2ccccc2)NC(=O)CC[C@H]2O[C@@H](n3ccc(=O)[nH]c3=O)[C@H](O)[C@@H]2O)cc1,22%
Cc1ccccc1N1Cc2ccccc2C1=O,5%
CC(C)CC1NC(=O)c2cc3ccccc3cc2-n2c1nc1ccc(Cl)cc1c2=O (configuration not stated),-14%
O=C(N/C=C/n1cnc2cc(C(F)(F)F)ccc21)c1ccc(F)cc1,-21%
Cc1ccc(S(=O)(=O)N2CCCC2CNC(=O)C(=O)NCc2ccc3c(c2)OCO3)cc1 (configuration not stated),-24%
CN(Cc1ccccc1)c1cc2c(c3c1ccn3C)C1CCC2C1 (configuration not stated),-6%
CCOc1ccc(Cl)cc1-c1cc(C(=O)NCC2CCCCC2)[nH]n1,-24%
Cc1cccc(S(=O)(=O)NC(=O)C2(C)CCN2C(=O)c2ccc(C3CCCCC3)cc2)c1 (configuration not stated),2%
COc1cccc(C(NC(C)=O)c2nc(-c3cccc(C(C)C)c3)cs2)c1 (configuration not stated),25%
CCCCN(C=O)c1c(CC)nc2c(OCCn3cccc3)cccn12,-3%
Cc1cc(/C=C/c2nc3ccccc3s2)ccc1N(C)C,-9%
O=C(Nc1ccc([N+](=O)[O-])cc1Cl)c1ccccc1O,-55%&-31%
Cc1cc(OCC(=O)OCC(=O)N2CCCc3ccccc32)ccc1Cl,15%
NC(c1csc(Nc2ccc(C(=O)NCCCO)cn2)n1)c1ccccc1Cl (configuration not stated),-4%
CCCCc1c(-c2ccc(Br)cc2)ncn1CCc1ccccc1OC,-52%

In the list so far, 2 contain a nitro group on carbon.
smiles,BRCA1 expr up
O=[N+]([O-])c1ccc(/C=C/c2ccnc3ccccc23)cc1,-22%
O=C(Nc1ccc([N+](=O)[O-])cc1Cl)c1ccccc1O,-55%&-31%

The listing picks up with the 7 entries that preceded the break.
SMILES	BRCA1 expr up
COc1cccc(C(NC(C)=O)c2nc(-c3cccc(C(C)C)c3)cs2)c1 (configuration not stated)	25%
CCCCN(C=O)c1c(CC)nc2c(OCCn3cccc3)cccn12	-3%
Cc1cc(/C=C/c2nc3ccccc3s2)ccc1N(C)C	-9%
O=C(Nc1ccc([N+](=O)[O-])cc1Cl)c1ccccc1O	-55%&-31%
Cc1cc(OCC(=O)OCC(=O)N2CCCc3ccccc32)ccc1Cl	15%
NC(c1csc(Nc2ccc(C(=O)NCCCO)cn2)n1)c1ccccc1Cl (configuration not stated)	-4%
CCCCc1c(-c2ccc(Br)cc2)ncn1CCc1ccccc1OC	-52%
Clc1cccc(CNc2ccn3nc(-c4ccc(OCCN5CCOCC5)cc4)cc3n2)c1	-53%
COc1cc(N(C(C)=O)c2ccc(O)cc2)c2ncccc2c1	2%
Nc1ncnc2c1ncn2[C@@H]1O[C@H](C(=O)NCCc2ccc(F)cc2)[C@@H](O)[C@H]1O	-2%
C=Cc1cnc([N+](=O)[O-])n1C	-13%
OC(c1ccc(F)c(F)c1)c1nc(-c2cccc(C(F)(F)F)c2)cs1 (configuration not stated)	-31%
O=C1c2ccccc2C(=O)N1c1nc(-c2ccc(F)cc2)cs1	17%
COc1ncc(-c2c(-c3ccccc3OC)sc3ccccc23)cn1	-8%
COc1ccc(Nc2nc3cc(-c4sccc4C)sc3c(=O)n2C)cc1OC	0%
Cc1cc(C)c(OCC(=O)OCC(=O)NCc2ccco2)c(C)c1	-1%
CCOC(=O)C1(C)CCN1C(=O)COc1ccc(C(C)(C)C)cc1 (configuration not stated)	-1%
CN(C)c1ccc(CCc2ccnc3ccccc23)cc1	9%
Cc1ccc2oc(-c3ccc(C)c(NC(=O)COc4ccccc4C)c3)nc2c1	18%
CSc1ccc(-c2cc3c(c4c2ccn4C)C2CCC3O2)cc1 (configuration not stated)	8%

Bioassay records (PubChem BioAssay)
